Assay outcomes: PubChem BioAssay, Sanford-Burnham Center for Chemical Genomics
TAG inh – inhibitors of triacylglycerol accumulation; H9c2 cells, Nile Red lipid (TAG) fluorescence; cells loaded with 200 µM oleic acid; inhibition, % at 12.5 µM; 0.66% of 230,000 active; AID 651582;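 active means pattern-corrected inhibition of lipid staining of at least 50% with the nuclear-stain viability signal not falling by more than 50%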;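 further: 0% = DMSO wells and 100% = triacsin C control wells; some results filed as inactive read as strong as hits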
TAG inh DAPI viability – second read-out of TAG inh, no call of its own (marks repeat the call); DAPI nuclei signal change (viability), lower = more cytotoxic, %;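 whole-well DAPI fluorescence read on a plate reader as a viability signal; minus 50 percent equals half of cells still viable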
* marks the source's active call; other numbers are inactive results.

What do the screens show for `CC(OC(=O)CC1CC2CCC1C2)C(=O)Nc1cccc(S(=O)(=O)N2CCOCC2)c1` (stereo not given)?
TAG inh: -12; TAG inh DAPI viability: 5

What do the screens show for `O=C(Nc1sc2c(c1C(=O)NCC(O)CO)CCCC2)c1ccccc1` (stereo not given)?
TAG inh: 4; TAG inh DAPI viability: -2

What do the screens show for `COC(=O)c1nn(-c2ccc(OC)cc2)c(=O)c2c(N)sc(C)c12`?
TAG inh: -25; TAG inh DAPI viability: -3

What do the screens show for `O=C(CCc1nc(-c2ccccc2F)no1)NCCN1CCc2ccccc2C1`?
TAG inh: 3; TAG inh DAPI viability: -3

Results for CCCCOc1ccc(C(=O)Nc2ccc(S(=O)(=O)Nc3onc(C)c3C)cc2)cc1 ?
TAG inh: 14; TAG inh DAPI viability: -5

What do the screens show for `CCOC(=O)c1ccc(NC(=O)c2cccc(S(=O)(=O)N3CCOCC3)c2)cc1`?
TAG inh: 11; TAG inh DAPI viability: 1

What do the screens show for `O=C(CSc1ccc2nnc(-c3cccnc3)n2n1)c1ccccc1`?
TAG inh: -7; TAG inh DAPI viability: -1

Results for O=C(OCC(=O)N1CCN(c2ccccc2)CC1)c1cccs1 ?
TAG inh: -5; TAG inh DAPI viability: -1

How did CSc1nc2c(c(=O)[nH]c(=O)n2C)n1Cc1ccc(Cl)cc1 do in these assays?
TAG inh: -4; TAG inh DAPI viability: -8

Results for CN(C(=O)COc1ncnc2ccc(Br)cc12)C1CCCCC1 ?
TAG inh: 1; TAG inh DAPI viability: 6

Two entries drawn at random from the list so far, as already listed:
What do the screens show for `CC(OC(=O)CC1CC2CCC1C2)C(=O)Nc1cccc(S(=O)(=O)N2CCOCC2)c1` (stereo not given)?
TAG inh: -12; TAG inh DAPI viability: 5

What do the screens show for `O=C(Nc1sc2c(c1C(=O)NCC(O)CO)CCCC2)c1ccccc1` (stereo not given)?
TAG inh: 4; TAG inh DAPI viability: -2

Remaining list, next part:
What do the screens show for `CCNc1nc(OCCNS(=O)(=O)c2cc(C)ccc2C)nc(N(C)C)n1`?
TAG inh: 1; TAG inh DAPI viability: -2

What do the screens show for `CC1(NC(=S)Nc2ccc3ccccc3c2)CCS(=O)(=O)C1` (stereo not given)?
TAG inh: -1; TAG inh DAPI viability: 0

Results for Clc1nc(Oc2ccccc2)nc(-c2cn(-c3ccccc3)c3ccccc23)n1 ?
TAG inh: -4; TAG inh DAPI viability: 3

How did COCC(C)n1c(SCC(=O)Nc2oc(C)c3c(C)n[nH]c(=O)c23)nc2ccccc2c1=O (stereo not given) do in these assays?
TAG inh: -7; TAG inh DAPI viability: 4

How did CCC(=O)c1ccc(OCC(=O)N2CCc3cc(OC)c(OC)cc3C2)cc1 do in these assays?
TAG inh: 7; TAG inh DAPI viability: 0

Results for Cc1nn(C)cc1CNC(=O)COc1ccc(Cl)cc1Cl ?
TAG inh: -6; TAG inh DAPI viability: 5

How did CCN1CCN(C(c2cccs2)C(C)NS(=O)(=O)c2ccccc2)CC1 (stereo not given) do in these assays?
TAG inh: -21; TAG inh DAPI viability: -6

Results for O=C(Nc1ccc2nn(-c3ccccc3)nc2c1)c1cccnc1 ?
TAG inh: 7; TAG inh DAPI viability: -4

What do the screens show for `CCOC(=O)c1sc(NS(=O)(=O)c2cc(C)ccc2C)nc1C`?
TAG inh: 5; TAG inh DAPI viability: 12

How did Cc1cc(N2C(=O)C(O)=C(C(=O)c3cccs3)C2c2cccc(Br)c2)no1 (stereo not given) do in these assays?
TAG inh: -5; TAG inh DAPI viability: -2

What do the screens show for `COc1ccc(N2CC(O)(c3ccc(OC(F)F)cc3)[N+]3=C2CCCC3)cc1` (stereo not given)?
TAG inh: 11; TAG inh DAPI viability: -13

Results for O=C(NC(CO)(CO)CO)[C@@H]1CCCN1S(=O)(=O)c1cccc2cccnc12 ?
TAG inh: -7; TAG inh DAPI viability: -5

What do the screens show for `C#Cc1cccc(Nc2nc(NCc3ccccc3)nc3ccsc23)c1`?
TAG inh: -29; TAG inh DAPI viability: 14

What do the screens show for `Cc1ccc2nc(-c3cccc(SC4CCCCC4)c3)c(NCc3ccccc3)n2c1`?
TAG inh: 5; TAG inh DAPI viability: 59

Results for Cc1ccc(O)c(C2=Nc3ccccc3C2(C)C)c1 ?
TAG inh: -6; TAG inh DAPI viability: -2

What do the screens show for `CCS(=O)CC(=O)Nc1c(-c2ccccc2)oc2ccccc2c1=O` (stereo not given)?
TAG inh: -11; TAG inh DAPI viability: 1

What do the screens show for `Cc1ccsc1/C=N/NC(=O)Cc1cc(=O)[nH][nH]1`?
TAG inh: 2; TAG inh DAPI viability: 8

Results for COc1ccc(-n2nnnc2CNC(=O)C2CC(=O)N(c3ccc(F)cc3)C2)cc1 (stereo not given) ?
TAG inh: 6; TAG inh DAPI viability: -16

Results for CCOC(=O)N1CCN(Cc2nc(Cc3cccc(F)c3)no2)CC1 ?
TAG inh: -17; TAG inh DAPI viability: 13

What do the screens show for `O=C(Nc1ccc(F)cc1)c1ccc(C(=O)N2CCOCC2)cc1`?
TAG inh: -18; TAG inh DAPI viability: -4

Results for COc1cc(C(=O)Nc2nc3ccc(S(C)(=O)=O)cc3s2)cc(OC)c1C ?
TAG inh: 13; TAG inh DAPI viability: 0

How did N/C(=N\OC(=O)c1cc([N+](=O)[O-])ccc1Cl)c1ccccn1 do in these assays?
TAG inh: 11; TAG inh DAPI viability: -5

Results for COc1ccc(C2C(C#N)=C(C)NC(C)=C2C#N)c(OC)c1 ?
TAG inh: -20; TAG inh DAPI viability: -3

Results for O=C(COc1ccc(C(=O)NCc2cccnc2)cc1)Nc1cccc(C(F)(F)F)c1 ?
TAG inh: -7; TAG inh DAPI viability: 49

How did Cc1ccc2nc(-c3ccncc3)cc(C(=O)N3CCOCC3)c2c1 do in these assays?
TAG inh: -3; TAG inh DAPI viability: -3

How did COc1ccc(-n2nnnc2Sc2ccc(S(=O)(=O)N3CCOCC3)cn2)cc1 do in these assays?
TAG inh: -7; TAG inh DAPI viability: 12

Results for Cc1occc1C(=O)N1CCCC(N2CCN(c3cccc(Cl)c3)CC2)C1 (stereo not given) ?
TAG inh: 0; TAG inh DAPI viability: -3

How did CCOc1ccccc1NC(=O)COc1coc(CN2CCc3ccccc32)cc1=O do in these assays?
TAG inh: -12; TAG inh DAPI viability: 5

How did O=C(CSc1ccccc1C(=O)N1CCN(c2ccc([N+](=O)[O-])cc2)CC1)N1CCCC1 do in these assays?
TAG inh: -11; TAG inh DAPI viability: -1

How did COc1ccccc1C(=O)Nc1ccnn1C1CCN(C(=O)c2ccoc2)CC1 do in these assays?
TAG inh: 0; TAG inh DAPI viability: 2

Results for CCOC(=O)c1sc(NC(=O)c2ccc(Br)o2)cc1C ?
TAG inh: -1; TAG inh DAPI viability: 11

How did COc1ccc2[nH]c(=O)c(CN(C(=O)c3ccccn3)C3CCCCC3)cc2c1 do in these assays?
TAG inh: 2; TAG inh DAPI viability: -8

How did O=C(Nc1ccc(O)c2c(=O)cc(-c3ccccc3Cl)oc12)c1cccs1 do in these assays?
TAG inh: -29; TAG inh DAPI viability: 2

Results for O=C(Cc1ccccc1)n1nc(-c2ccco2)nc1SCc1ccccc1 ?
TAG inh: -12; TAG inh DAPI viability: -8

What do the screens show for `Cc1noc(C)c1S(=O)(=O)NC(=O)C1(C)CCN1C(=O)CC(c1ccccc1)c1ccccc1` (stereo not given)?
TAG inh: -3; TAG inh DAPI viability: -10

Results for O=C1CC(O)(c2ccccc2)C(c2ccccc2)=C1c1ccccc1 (stereo not given) ?
TAG inh: 17; TAG inh DAPI viability: -2

How did CN(Cc1ccccc1)c1ncnc(N)c1[N+](=O)[O-] do in these assays?
TAG inh: -22; TAG inh DAPI viability: 3

How did CC(=O)Nc1cc(-c2cccc(C(=O)N(C)C)c2)cn2c(-c3ccc(C(C)=O)cc3)cnc12 do in these assays?
TAG inh: 6; TAG inh DAPI viability: 10

How did CCc1nc2ccc(C(=O)NCCOc3ccc(OC)cc3)cn2c1N(CC)CCOC do in these assays?
TAG inh: 13; TAG inh DAPI viability: -1

Results for COc1ccc(C(=O)NCc2ccc(C(=O)NCC(OC)OC)cc2)cc1OC ?
TAG inh: 8; TAG inh DAPI viability: -1

What do the screens show for `CCOc1cc(C)c(C(C)C)cc1S(=O)(=O)n1ccc(C)n1`?
TAG inh: -7; TAG inh DAPI viability: -1

What do the screens show for `O=C(O)CNC(=O)CCCn1nnc2ccccc2c1=O`?
TAG inh: -4; TAG inh DAPI viability: 2

What do the screens show for `Cc1cc(C)cc(NC(=O)Cc2ccc(NC3=NC4CS(=O)(=O)CC4S3)cc2)c1` (stereo not given)?
TAG inh: 16; TAG inh DAPI viability: 2

What do the screens show for `CCOC(=O)c1c(NC(=O)CCCN2CCOCC2)sc2c1CC(C)(C)OC2`?
TAG inh: -25; TAG inh DAPI viability: 4

Results for COc1ccc(NC(=O)Cn2c(=O)n(CC3CCCO3)c(=O)c3cc(OC)c(OC)cc32)c(OC)c1 (stereo not given) ?
TAG inh: -4; TAG inh DAPI viability: -7

How did COc1ccc(/C(C)=N/NC(=O)c2ccccc2N)cc1 do in these assays?
TAG inh: 6; TAG inh DAPI viability: -9

How did COc1cc(OC)c(C(=O)OCC(=O)NCC2CCCCC2)cc1OC do in these assays?
TAG inh: 16; TAG inh DAPI viability: 3

What do the screens show for `COC(=O)Nc1nnc(-c2ccco2)s1`?
TAG inh: 3; TAG inh DAPI viability: -16

How did O=C(O)c1ccc(COc2ccccc2/C=C2\NC(=O)N(Cc3ccccc3)C2=O)cc1 do in these assays?
TAG inh: 9; TAG inh DAPI viability: -2

What do the screens show for `COc1cc(NC(=O)CSc2nc3c(c(=O)[nH]2)CCCC3)cc(OC)c1OC`?
TAG inh: -2; TAG inh DAPI viability: -10

What do the screens show for `Cc1ccccc1-c1ccc(CN2CCN(C)C(CCO)C2)cc1` (stereo not given)?
TAG inh: -6; TAG inh DAPI viability: 4

Results for Cn1c(-c2ccccc2O)cc2ccccc21 ?
TAG inh: -7; TAG inh DAPI viability: -6

Results for CN(CC(=O)Nc1ccccc1Cl)C(=O)C1CCN(S(=O)(=O)c2ccc3c(c2)OCCO3)CC1 ?
TAG inh: -6; TAG inh DAPI viability: -9

Results for O=C(NCc1cccnc1)c1ccc(CS(=O)(=O)Cc2ccc(Cl)cc2)o1 ?
TAG inh: 20; TAG inh DAPI viability: -7

Results for O=C(NC1CCS(=O)(=O)C1)Oc1ccc(Cl)cc1 (stereo not given) ?
TAG inh: -9; TAG inh DAPI viability: 3

Results for CCC(=O)N1CCCc2ccccc21 ?
TAG inh: 3; TAG inh DAPI viability: -3

What do the screens show for `CCOc1ncccc1C(=O)Nc1ccc2c(C)cc(=O)oc2c1`?
TAG inh: 9; TAG inh DAPI viability: 3

How did O=C1Nc2ccccc2N(O)N1c1ccc(Cl)c(Cl)c1 do in these assays?
TAG inh: -2; TAG inh DAPI viability: -1

Results for CCOC(=O)N1CCN(S(=O)(=O)N2CCCC(C(=O)NCc3cc(OC)ccc3OC)C2)CC1 (stereo not given) ?
TAG inh: 8; TAG inh DAPI viability: -5

How did Cc1cc(C(=O)COC(=O)c2ccc(O)cc2)c(C)n1CC1CCCO1 (stereo not given) do in these assays?
TAG inh: -13; TAG inh DAPI viability: 8

19 structures out of the list, arranged by length of the SMILES, falling.
Results for CN(CC(=O)Nc1ccccc1Cl)C(=O)C1CCN(S(=O)(=O)c2ccc3c(c2)OCCO3)CC1 ?
TAG inh: -6; TAG inh DAPI viability: -9

How did O=C(CSc1ccccc1C(=O)N1CCN(c2ccc([N+](=O)[O-])cc2)CC1)N1CCCC1 do in these assays?
TAG inh: -11; TAG inh DAPI viability: -1

Results for CCOC(=O)N1CCN(S(=O)(=O)N2CCCC(C(=O)NCc3cc(OC)ccc3OC)C2)CC1 (stereo not given) ?
TAG inh: 8; TAG inh DAPI viability: -5

How did O=C(O)c1ccc(COc2ccccc2/C=C2\NC(=O)N(Cc3ccccc3)C2=O)cc1 do in these assays?
TAG inh: 9; TAG inh DAPI viability: -2

Results for CCCCOc1ccc(C(=O)Nc2ccc(S(=O)(=O)Nc3onc(C)c3C)cc2)cc1 ?
TAG inh: 14; TAG inh DAPI viability: -5

What do the screens show for `COc1ccc(N2CC(O)(c3ccc(OC(F)F)cc3)[N+]3=C2CCCC3)cc1` (stereo not given)?
TAG inh: 11; TAG inh DAPI viability: -13

What do the screens show for `COc1cc(NC(=O)CSc2nc3c(c(=O)[nH]2)CCCC3)cc(OC)c1OC`?
TAG inh: -2; TAG inh DAPI viability: -10

Results for Clc1nc(Oc2ccccc2)nc(-c2cn(-c3ccccc3)c3ccccc23)n1 ?
TAG inh: -4; TAG inh DAPI viability: 3

Results for O=C(NCc1cccnc1)c1ccc(CS(=O)(=O)Cc2ccc(Cl)cc2)o1 ?
TAG inh: 20; TAG inh DAPI viability: -7

How did CCC(=O)c1ccc(OCC(=O)N2CCc3cc(OC)c(OC)cc3C2)cc1 do in these assays?
TAG inh: 7; TAG inh DAPI viability: 0

How did COc1ccccc1C(=O)Nc1ccnn1C1CCN(C(=O)c2ccoc2)CC1 do in these assays?
TAG inh: 0; TAG inh DAPI viability: 2

What do the screens show for `O=C(Nc1sc2c(c1C(=O)NCC(O)CO)CCCC2)c1ccccc1` (stereo not given)?
TAG inh: 4; TAG inh DAPI viability: -2

What do the screens show for `CCS(=O)CC(=O)Nc1c(-c2ccccc2)oc2ccccc2c1=O` (stereo not given)?
TAG inh: -11; TAG inh DAPI viability: 1

How did COc1cc(OC)c(C(=O)OCC(=O)NCC2CCCCC2)cc1OC do in these assays?
TAG inh: 16; TAG inh DAPI viability: 3

What do the screens show for `C#Cc1cccc(Nc2nc(NCc3ccccc3)nc3ccsc23)c1`?
TAG inh: -29; TAG inh DAPI viability: 14

What do the screens show for `CCOc1ncccc1C(=O)Nc1ccc2c(C)cc(=O)oc2c1`?
TAG inh: 9; TAG inh DAPI viability: 3

What do the screens show for `Cc1ccsc1/C=N/NC(=O)Cc1cc(=O)[nH][nH]1`?
TAG inh: 2; TAG inh DAPI viability: 8

How did O=C1Nc2ccccc2N(O)N1c1ccc(Cl)c(Cl)c1 do in these assays?
TAG inh: -2; TAG inh DAPI viability: -1

What do the screens show for `COC(=O)Nc1nnc(-c2ccco2)s1`?
TAG inh: 3; TAG inh DAPI viability: -16

Not all compounds are listed. The share of hits here may be higher or lower than overall.
